Bioassay records as filed in PubChem BioAssay.
RORg inh – qHTS for inhibitors of ROR gamma transcriptional activity; Drosophila S2 Gal4-RORgamma UAS-luciferase reporter, 20 h; Nuclear receptor ROR-gamma (Mus musculus), P51450; hit rate 5.4% among 310,000; AID 2551, 2010; Potency, µM (series often up to 53.6 µM), without a hit: top-dose activity change, negative = inhibition, usual class: inhibitors; also: potency is read from the fitted curve at half-maximal effect; % is scaled to controls: 0 for no effect and ±100 for the full control effect; nearly all actives have a fitted effect of over 60% in size
Target sequence (P51450 whole entry, looked up, the tested form may be a part): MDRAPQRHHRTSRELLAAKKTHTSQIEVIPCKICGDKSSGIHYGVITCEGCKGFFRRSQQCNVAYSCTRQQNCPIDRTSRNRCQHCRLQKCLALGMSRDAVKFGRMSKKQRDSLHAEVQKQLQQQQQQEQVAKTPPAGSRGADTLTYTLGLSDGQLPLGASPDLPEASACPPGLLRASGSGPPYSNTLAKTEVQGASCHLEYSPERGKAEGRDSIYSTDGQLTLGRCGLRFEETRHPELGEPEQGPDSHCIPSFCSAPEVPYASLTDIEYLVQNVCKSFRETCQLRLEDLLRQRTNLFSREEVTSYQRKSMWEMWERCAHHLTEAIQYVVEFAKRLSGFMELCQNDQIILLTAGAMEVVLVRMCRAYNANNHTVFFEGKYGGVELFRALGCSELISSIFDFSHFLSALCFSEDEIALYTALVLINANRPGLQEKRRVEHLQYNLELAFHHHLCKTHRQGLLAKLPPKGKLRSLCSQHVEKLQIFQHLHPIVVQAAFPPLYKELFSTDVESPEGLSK
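Compounds are pin-transferred onto Drosophila Schneider cells expressing a copper-inducible Gal4–ROR gamma transactivation domain fusion. After 1 hr, copper sulfate is added to 700 uM final; luciferase is read 20 hr later.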
Giardia killer – Small Molecules that selectively kill Giardia lamblia: qHTS; hit rate 0.15% among 340,000; activity change, % at 7.66 µM, hits read low; Giardia lamblia trophozoite viability; in the data active = activity change below about -80%; inconclusive = between about -30% and that limit;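 also: parasites exposed to compound for two days anaerobically before the ATP read; % is scaled to controls: 0 for no effect and ±100 for the full control effect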
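Luminescence from cellular ATP indicates surviving trophozoites (100 cells/well) following 48 hrs anaerobic compound treatment at 37 deg C; signal develops 15-30 min at room temperature.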
p53 reactivation – qHTS assay for re-activators of p53 using a Luc reporter; hit rate 0.063% among 320,000; H1299 p53-A138V BP100-luciferase reporter, luminescence, 24 h; Potency, µM (doses to about 92.2 µM), inactives show top-dose activity change, positive = activation, usual class: activators; AID 504706, 2011; also: potency is read from the fitted curve at half-maximal effect; % of control where 0% means no effect; nearly all actives have a fitted effect of over 45% in size
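p53-null H1299 cells stably carrying temperature-sensitive p53-A138V and a BP100-luciferase reporter were pinned with compounds (4-point, 1:5 series) and held 24 hrs at 37 deg C. Luminescence was read 10 min after detection reagent.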
VP16 counter – VP16 counterscreen qHTS for inhibitors of ROR gamma transcriptional activity; Drosophila S2 Gal4-VP16 UAS-luciferase, luminescence, 20 h; Potency, µM (titrated, usually from 53.6 µM), for inactives: top-dose activity, negative = inhibition, most hits filed as inhibitors; hit rate 3.5% among 310,000; AID 2546, 2010;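 also: Gal4-VP16 expression switched on by copper sulfate through the metallothionein promoter; potency is read from the fitted curve at half-maximal effect; % is scaled to controls: 0 for no effect and ±100 for the full control effect; nearly all actives have a fitted effect of over 50% in size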
ELG1 genotoxic – qHTS screen for small molecules that induce genotoxicity in human embryonic kidney (HEK293T) cells expressing luciferase-tagged ELG1 | HEK293T ELG1-luciferase reporter, luminescence, 16 h | Potency, µM (top dose mostly 46 µM), without a hit: at the top dose activity change, positive = activation, actives largely listed as activators | hit rate 1.3% among 330,000 | AID 504466, 2011; also: potency is read from the fitted curve at half-maximal effect; % of control where 0% means no effect; nearly all actives have a fitted effect of over 60% in size
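After overnight (16 hr) compound treatment at 37 °C, ELG1-luciferase HEK293T cells were lysed with ONE-Glo; luminescence quantified 30 min later at room temperature.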
NPC1 prom act – qHTS Assay for NPC1 Promoter Activators. Huh7 NPC1 promoter luciferase reporter, 24 h. Potency, µM (doses to about 9.22 µM), inactives show at the top dose activation, hits mostly activators. hit rate 2.4% among 320,000. AID 485313, 2010;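 also: potency is read from the fitted curve at half-maximal effect; % of control where 0% means no effect; nearly all actives have a fitted effect of over 60% in size; reporter is driven by a mutant NPC1 promoter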
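Quantitative HTS used a cell-based reporter: Huh7 cells stably bearing the NPC1 promoter upstream of luciferase were treated with compounds for 24 h, and promoter activation was read as luminescence.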
Menin-MLL TR inh – qHTS Assay for Inhibitors Targeting the Menin-MLL Interaction in MLL Related Leukemias: Competition With Texas Red Labeled MLL-derived Mutant Peptide. Menin + Texas Red MLL mutant peptide, fluorescence polarization. Potency, µM (series often up to 61.6 µM), without a hit: at the highest dose FP activity change, negative = inhibition, actives largely listed as inhibitors. hit rate 0.23% among 270,000; active = well fitted inhibition curve with a large enough effect in the polarisation, with a control signal flat, not every such curve was filed as active; inconclusive = small, poorly fitted or top-dose-only effect, or effect the other way, or a change in a side signal; inactive = no such curve, though single readings can be large or run the other way; the % refers to the polarisation; also: potency is read from the fitted curve at half-maximal effect; % of control where 0% means no effect; many of its hits are not listed in these tables
PKM2 act – qHTS Assay for Activators of Human Muscle isoform 2 Pyruvate Kinase | Pyruvate kinase PKM (Homo sapiens), P14618 | purified PKM2, Kinase-Glo ATP luminescence, activation; response scale: 0% is enzyme alone, no compound | Potency, µM (titrated, usually from 57.5 µM), without a hit: at the top dose activation, usual class: activators | hit rate 0.34% among 260,000 | AID 1631, 2009; also: potency is read from the fitted curve at half-maximal effect; % is scaled to controls: 0 for no effect and ±100 for the full control effect; nearly all actives have a fitted effect of over 55% in size
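Purified hPK-M2 (>95% pure) converted ADP (0.1 mM final) to ATP with 0.5 mM PEP in 50 mM imidazole pH7.2, KCl, MgCl2, Tween 20, BSA; 1 h at room temperature. ATP detected by Kinase-Glo luminescence.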
Rab9 promoter act – qHTS Assay for Rab9 Promoter Activators | Potency, µM (doses to about 9.22 µM), inactives show at the top dose activation, negative = inhibition, usual class: activators | hit rate 2.8% among 320,000 | Huh7 Rab9 promoter-luciferase reporter, luminescence, 24 h; also: potency is read from the fitted curve at half-maximal effect; % of control where 0% means no effect; nearly all actives have a fitted effect of over 60% in size
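Huh7 cells stably carrying Rab9 promoter–luciferase reporter, plated 1500 cells/well, compound added after 2 h and incubated 24 h at 37 °C; luciferase luminescence then read after 10 min with detection reagent.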
BRCA1 expr up – qHTS Assay to Identify Small Molecule Activators of BRCA1 Expression. MCF7-BRCA1-FFLuc reporter, luminescence, 48 h; response scale: scaled: vehicle 0%, 10 µM genistein 100%. Potency, µM (top dose mostly 46.1 µM), for the others: at the highest dose activation, most hits filed as activators. hit rate 1.1% among 380,000. AID 624202, 2012; also: potency is read from the fitted curve at half-maximal effect; nearly all actives have a fitted effect of over 80% in size; some results filed as inactive show a strong effect at the top dose
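MCF7 cells carrying a BRCA1-firefly luciferase reporter (2000 cells/well, phenol-red free MEM) were attached for 2 h at 37 °C, then given compounds for 48 h. Luminescence was read 15 min after luciferase reagent; activity normalized to genistein (10 microM) and DMSO.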
FLuc counter – qHTS profiling assay for firefly luciferase inhibitor/activator using purifed enzyme and Km concentrations of substrates (counterscreen for miR-21 project); purified FLuc, Km substrates, luminescence inhibition; hit rate 6.9% among 360,000; Potency, µM (titrated, usually from 57.5 µM), for inactives: top-dose activity change, negative = inhibition, usual class: inhibitors;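 also: potency is read from the fitted curve at half-maximal effect; plate controls were vehicle for no effect and reference inhibitor for full effect; nearly all actives have a fitted effect of over 55% in size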
Target sequence (P08659 whole entry, looked up): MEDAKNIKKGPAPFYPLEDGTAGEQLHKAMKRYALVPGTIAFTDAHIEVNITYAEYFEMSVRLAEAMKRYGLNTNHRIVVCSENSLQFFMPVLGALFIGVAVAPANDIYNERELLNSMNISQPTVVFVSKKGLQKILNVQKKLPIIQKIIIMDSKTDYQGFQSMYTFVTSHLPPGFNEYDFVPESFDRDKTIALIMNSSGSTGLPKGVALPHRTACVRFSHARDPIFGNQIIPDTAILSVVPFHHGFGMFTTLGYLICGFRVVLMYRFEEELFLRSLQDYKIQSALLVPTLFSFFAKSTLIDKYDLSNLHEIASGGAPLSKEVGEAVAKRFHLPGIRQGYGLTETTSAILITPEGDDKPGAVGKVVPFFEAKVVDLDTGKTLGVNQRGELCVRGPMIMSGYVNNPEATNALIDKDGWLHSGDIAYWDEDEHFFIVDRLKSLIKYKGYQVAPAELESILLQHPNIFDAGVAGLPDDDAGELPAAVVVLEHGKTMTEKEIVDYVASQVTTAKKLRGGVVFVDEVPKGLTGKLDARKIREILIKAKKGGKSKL
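Biochemical qHTS of compounds, final roughly 60 µM downward over six points, against 10 nM purified firefly luciferase using Km concentrations of substrates (10 uM D-luciferin, 10 uM ATP) in Tris acetate pH 7.5 buffer; luminescence output.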
* = called active by the depositor; ? = inconclusive; nt = not tested or not shown; [ ] = remark or other dose. Unless noted, calls follow the shape of the dose curve; as a rule, active = well fitted curve in the direction sought with a large enough effect; inconclusive = small, poorly fitted or top-dose-only effect, or another doubt; inactive = no such curve, though single readings can be large; an effect the other way counts as inactive or inconclusive. A portion of the library; the hit share may differ from the screen's.

SMILES	RORg inh	Giardia killer	p53 reactivation	VP16 counter	ELG1 genotoxic	NPC1 prom act	Menin-MLL TR inh	PKM2 act	Rab9 promoter act	BRCA1 expr up	FLuc counter
N=c1c(C(=O)NC2CCCC2)cc2c(=O)n3ccccc3nc2n1C1CCCC1	0.7%	0.7	-1.3%	-25.2%	0.2%	8.7%	-19.9%	-2.6%	-3.0%	11.9%[1.84 µM]	-2.8%
O=C(Nc1ccccc1Cl)c1ccc2c(c1)N(Cc1ccc(F)cc1)C(=O)CS2=O (stereo not drawn)	44.3%	-6.8	-1.4%	17.1%	0.8%	-0.4%	-6.0%	-1.7%	-3.0%	-8.2%	-1.1%
CCNC(=O)NC(=O)COC(=O)c1ccccc1SCC(=O)NC(=O)NCC	13.1%	-1.5	8.1%	9.9%	?	1.58µM*	-0.3%	-19.9%	2.82µM*	-9.2%	5.36µM*
CCCOC(=O)Nc1ccccc1C(N)=O	-0.8%	17.1	8.8%	-5.6%	-0.7%	-2.6%	3.6%	1.3%	5.5%	10.3%	3.7%
COc1ccccc1C(=O)N1CCN(C(=O)COc2cccc(C)c2)CC1	24.3%	1.4	-0.2%	-7.4%	-0.8%	0.4%	?	-2.8%	-1.0%	2.3%	3.0%
C/C(=N\Nc1nccnc1Cl)c1ccc([N+](=O)[O-])cc1	-17.9%	-16.6	?	13.2%	-0.3%	0.6%	4.3%	-2.8%	-4.2%	0.0%	3.3%
CC(=O)NCCn1c(SCc2cc(F)ccc2F)nc2ccccc2c1=O	9.0%	-9.5	3.2%	10.6%	-5.3%	-3.1%	-15.0%	-0.3%	-3.8%	-23.9%	-0.3%
O=C(c1ccc(Cl)c(S(=O)(=O)N2CCOCC2)c1)N1CCN(c2ccccn2)CC1	nt	-3.2	-0.4%	nt	-0.9%	-1.3%	nt	nt	1.9%	-7.0%	4.5%
COc1ccc(/C=N/NC(=S)Nc2cccc(C(=O)O)c2)cc1OC	?	-16.0	16.6%	-26.4%	2.8%	1.1%	-3.7%	-0.7%	-0.7%	-35.6%	5.36µM*
Cn1c(NC2CCCCC2)cc(=O)n(C)c1=O	-15.2%	28.4	nt	-4.4%	6.0%	-2.0%	5.8%	0.8%	4.2%	4.4%	-2.5%
CC1(C)OC(c2ccccc2)=C/C(=C/C=C2C(=O)c3ccccc3C2=O)O1	22.2%	-6.5	-0.7%	-5.8%	-6.3%	-2.0%	?	-2.0%	-1.7%	-0.2%	?
COc1cc2c(C#N)c(N3CCOCC3)nc(N)c2c(N)n1	-34.3%	-24.6	?	?	17.9%	-1.7%	-0.5%	-4.2%	-7.7%	-83.8%	?
O=C(NCCc1ccccc1)c1ccc(NC(=O)c2cccnc2)cc1	?	-21.4	nt	12.6%	?	3.4%	0.1%	-0.1%	10.8%	28.3%	-5.9%
CC(C)(C)NC(=O)NC(=O)CN1CCC(Cc2ccccc2)CC1	-9.0%	-6.4	-10.0%	-11.2%	-9.0%	-5.9%	?	-3.0%	4.9%	-15.0%	6.5%
CN(CC(=O)Nc1ccccc1Cl)C(=O)COC(=O)CSc1ccc(F)cc1	nt	-1.1	-2.7%	nt	0.2%	2.2%	nt	nt	-1.4%	11.2%	1.3%
O=C(Nc1ccc(CN2CCS(=O)(=O)CC2)cc1)c1ccc(F)cc1	9.7%	-13.5	9.3%	-14.8%	-1.8%	1.2%	nt	4.8%	-2.1%	19.7%	-0.6%
CCc1nnc(NC(=O)CSCc2cc(=O)n3cc(C)sc3n2)s1	1.4%	5.2	5.8%	-3.2%	3.9%	-3.7%	nt	nt	-1.2%	-8.2%	0.0%
O=C(CN1CCN(c2ccc(F)cc2)CC1)NCc1ccc(Cl)cc1	0.1%	-21.0	-10.8%	-1.6%	-10.4%	-8.6%	0.6%	2.6%[11.5 µM]	-4.4%	-17.1%	6.1%
O=C(c1cc(-c2ccccc2)nc2ccccc12)N1CCCc2ccccc21	42.4%	-1.9	-4.1%	2.1%	-2.7%	-0.9%	-10.2%	-8.5%	11.4%	-23.3%	16.9µM*
COC(=O)c1c(C)oc2c1cc(NS(=O)(=O)c1cccs1)c1ccccc12	?	17.5	-7.6%	10.0%	-4.2%	-2.4%	?	4.7%	-2.6%	-71.3%	-0.6%
CCn1c(CC(=O)Nc2ccccc2F)nnc1SCC(=O)N1CCOCC1	nt	-15.5	nt	nt	0.4%	-0.5%	-9.0%	0.4%	-0.1%	1.2%	4.3%
CC(C)N(C(=O)CC1ON(C)C(=O)N1c1ccc(Cl)cc1)C(C)C (stereo not drawn)	-10.3%	2.8	0.8%	19.0%	-10.9%	1.0%	-14.3%	2.7%	0.2%	0.0%	-1.2%
Cc1nnc(C)n1/N=C/C=C/c1ccccc1	-19.3%	10.1	-1.9%	1.6%	0.3%	3.5%	-3.4%	1.0%	-6.3%	-26.7%	2.4%
CCCS(=O)(=O)C(=C1NCCO1)S(=O)(=O)CCC	-5.0%	4.8	1.3%	-0.5%	-1.2%	6.0%	1.4%	-3.2%	0.9%	-4.2%	0.0%
CCNC(=S)N1CCN(CCN=CC2=C(O)CC(c3ccco3)CC2=O)CC1 (stereo not drawn)	6.8%	-11.5	0.8%	-0.2%	0.9%	1.5%	-2.5%	-0.6%	13.0%	-20.9%	-1.0%
COc1cc(/C=N/N2CCN(Cc3ccccc3)CC2)cc(OC)c1OC(C)=O	nt	6.5	nt	nt	1.5%	0.2%	-6.5%	2.2%	-0.8%	-28.0%	6.1%
N#Cc1ccccc1S(=O)(=O)N1CCN(C(=O)C2COc3ccccc3O2)CC1 (stereo not drawn)	nt	9.9	0.5%	nt	1.0%	-0.5%	nt	nt	-1.9%	-11.7%	2.5%
CN(C)CCn1c(=O)n(Cc2ccccc2)c(=O)c2c3c(sc21)CCCCC3	?	-17.4	3.4%	-20.4%	2.5%	-6.4%	?	nt	0.3%	-25.7%	-0.3%
O=C(O)CCC(=O)NCC(=O)c1ccc(F)cc1	17.9%	2.2	0.5%	3.3%	0.7%	-0.4%	nt	5.4%	-3.7%	1.3%	1.0%
CCOC(=O)C1(CCOc2ccccc2)CCN(Cc2cnc(C)[nH]2)CC1	17.1%	4.2	1.8%	4.8%	-0.4%	-5.0%	-15.7%	0.5%	-4.1%	1.1%	-1.6%
O=C(Nc1cccc(-c2nnco2)c1)c1cccs1	29.7%	-12.3	2.5%	3.3%	-1.5%	2.9%	nt	3.6%	0.3%	-13.8%	-27.4%
O=C(OCC(=O)N1CCc2ccccc21)c1nc(Cl)ccc1Cl	40.7%	3.8	0.9%	12.8%	-0.3%	-0.7%	22.7%	0.2%	9.4%	-28.2%	-18.5%
O=C(c1ccc2c(c1)OCO2)N(CC1CCCO1)C1(C(=O)NC2CCCC2)CCCCC1 (stereo not drawn)	28.9%	4.8	-2.3%	-7.7%	4.3%	-2.7%	-23.6%	-19.3%	-10.3%	-33.7%	3.8%
CCCC(=O)Nc1c(-c2cccs2)c(=O)c2ccccc2n1C	4.8%	-13.8	-1.8%	5.5%	0.6%	1.8%	nt	5.8%	-2.1%	-0.8%	4.0%
CCNC(=O)NC(=O)C(C)Sc1nc2cc(C(=O)OC)ccc2c(=O)n1-c1ccccc1 (stereo not drawn)	-30.6%	4.4	5.9%	?	-2.9%	-1.6%	-18.4%	-2.4%	3.8%	-28.7%	-2.2%
COc1cccc(N2CC(C(=O)Oc3ccc4ccccc4c3)CC2=O)c1 (stereo not drawn)	-15.1%	-24.0	-0.2%	-4.0%	-0.5%	-0.8%	-0.2%	2.5%	-3.5%	-1.5%	-9.1%
CC(=O)NC(CC(=O)NCC(c1ccco1)N(C)C)c1ccccc1 (stereo not drawn)	-4.4%	-0.2	0.6%	2.4%	-5.4%	-2.7%	-2.7%	1.8%	0.8%	8.6%	-2.3%
